SKKanGAS inh: SKKanGAS growth inhibition; S. pyogenes SKKanGAS, kanamycin growth, BacTiter-Glo, 6 h; inhibition, % at 7.5 µM; actives 1.3% (n = 300,000); AID 1662;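 active means mean replicate score, as percent of positive control median, at least 50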;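 further: strain carries kanamycin resistance gene driven by streptokinase promoter and grows in 40 µg/ml kanamycin; loss of luminescence reflects streptokinase promoter inhibition or plain growth inhibition; 0% = median of DMSO wells and 100% = positive control at its reference dose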
TRPC4 agonist: TRPC4 (mouse) channel activation | B-score at 10 µM | AID 2237 | HEK293 TRPC4beta/mu-opioid, Fluo4 calcium fluorescence; hits give high values | Q9QUQ5 | actives 0.49% (n = 310,000);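 active means B-score above 5 SD of library B-scores, and initial fluorescence ratio not above library mean plus 5 SD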;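 further: positive B-score marks a calcium rise read as TRPC4 activation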
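Material: HEK293 stable line with TRPC4beta plus mu-opioid receptor; technique: Fluo4 calcium-sensitive dye fluorescence, kinetic, 1 Hz baseline; timing: Fluo4 dye loading 45 min at room temperature, 110 s recording; controls: assay buffer as low control, maximal DAMGO as high control; read-out: integrated baseline-normalised fluorescence ratio, converted to per-well B score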
ANO1 activ: mouse TMEM16A channel activation, primary screen; HEK293 TMEM16A/YFP-H148Q/I152L, iodide quench fluorescence; hits give low values; actives 0.3% (n = 340,000); Q8BHY3; B-score at 10 µM;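 active means fluorescence-ratio B-score plate-corrected deviation score at least 3 library SD below zero, with starting fluorescence score within 5 deviations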;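 further: channel opened by trigger with iodide after compound preincubation; score built on the fluorescence ratio of max minus min over baseline; more negative score means more quench and so TMEM16A activation or potentiation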
TRPC4 PAM: allosterically enhances the mouse TRPC4 cation channel; HEK293 TRPC4beta/mu-opioid, DAMGO EC20, Fluo-4 Ca2+ flux; hits give high values; B-score at 10 µM; actives 0.42% (n = 310,000); AID 2227;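 active means B-score of calcium response area above 5 SD of library B-scores, with initial fluorescence ratio within 5 SD of library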;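 further: B-score of integrated fluorescence ratio over time as area under calcium response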
MrgX1 antag: blocks BAM8-22 activation of human MrgX1 receptor; Q96LB2; MRGX1-HEK293 calcium flux, Fluo-4, BAM8-22 antagonism; hits give low values; B-score at 10 µM; actives 1.3% (n = 310,000); AID 588676;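 active means calcium-response B-score plate-corrected more than 3 library SD below zero, starting fluorescence within 5 deviations, no agonist response on first addition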;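 further: peak minus trough fluorescence over baseline after final BAM8-22 challenge near maximal dose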
TRPC6 inh: mouse TRPC6 channel inhibition | HEK293-TRPC6, membrane potential dye, ACh-evoked depolarization; hits give low values | AID 2553 | Q61143 | actives 1.1% (n = 310,000) | B-score at 10 µM;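 active means B-score under library mean minus 3 SD, initial fluorescence not abnormally high, positive integrated signal ratio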;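 further: B-score derived from integrated fluorescence ratio over the kinetic read; more negative B-score means stronger inhibition of depolarization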
Target sequence (Q61143 whole entry, looked up): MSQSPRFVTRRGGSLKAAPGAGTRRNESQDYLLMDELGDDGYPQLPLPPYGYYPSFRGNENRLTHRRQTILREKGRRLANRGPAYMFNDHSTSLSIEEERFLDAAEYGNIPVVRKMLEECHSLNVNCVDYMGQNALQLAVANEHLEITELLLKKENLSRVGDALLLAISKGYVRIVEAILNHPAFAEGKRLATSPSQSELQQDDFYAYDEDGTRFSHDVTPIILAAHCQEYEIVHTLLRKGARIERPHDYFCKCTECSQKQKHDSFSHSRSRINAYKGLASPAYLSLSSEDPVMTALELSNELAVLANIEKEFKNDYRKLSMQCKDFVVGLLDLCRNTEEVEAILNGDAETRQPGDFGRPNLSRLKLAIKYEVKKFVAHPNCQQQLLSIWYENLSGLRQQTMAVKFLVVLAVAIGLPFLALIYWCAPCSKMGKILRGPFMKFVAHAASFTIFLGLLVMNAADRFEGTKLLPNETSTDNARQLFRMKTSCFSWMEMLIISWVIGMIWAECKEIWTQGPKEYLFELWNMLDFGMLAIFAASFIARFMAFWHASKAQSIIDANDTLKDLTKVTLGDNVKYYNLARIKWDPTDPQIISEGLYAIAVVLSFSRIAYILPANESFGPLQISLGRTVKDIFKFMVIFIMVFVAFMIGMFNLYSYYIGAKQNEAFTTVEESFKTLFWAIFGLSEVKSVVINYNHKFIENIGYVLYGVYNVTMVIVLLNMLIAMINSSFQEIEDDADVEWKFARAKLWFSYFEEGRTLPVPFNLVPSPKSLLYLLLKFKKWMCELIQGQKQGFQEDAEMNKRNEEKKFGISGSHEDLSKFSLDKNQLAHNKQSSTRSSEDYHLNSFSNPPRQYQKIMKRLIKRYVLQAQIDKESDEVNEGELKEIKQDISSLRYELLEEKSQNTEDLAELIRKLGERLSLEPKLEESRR
TMEM16A inh: blocks the mouse calcium-activated chloride channel TMEM16A; Q8BHY3; HEK293 TMEM16A/YFP iodide influx fluorescence, ionomycin; normalized B-score (activity score, 25-100; higher = stronger inhibition) at 10 µM; actives 1.2% (n = 310,000); AID 588511;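 active means ratio plate-corrected score three or more library SD toward inhibition, starting fluorescence score within five deviations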;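 further: score derived from kinetic fluorescence span divided by baseline fluorescence per well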
MrgX1 agonist: activates human MrgX1 receptor signaling; Q96LB2; MrgX1-HEK293 cells, Fluo-4 calcium fluorescence, agonist mode; hits give high values; B-score at 10 µM; actives 0.44% (n = 310,000);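 active means calcium response B-score plate-corrected fluorescence ratio at least 3 library SD, with starting fluorescence B-score inside 5 SD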
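times = overnight plating, then 30 min 37 °C plus 30 min room-temperature dye loading | assay system = stable human MrgX1 HEK293 cell line | input = fifteen thousand cells per well | signal = kinetic calcium dye fluorescence, Fluo-4 NW | dosing = compound delivered in addition one of three | read-out = B-scored fluorescence response ratio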
TRPC6 act: activators of mouse TRPC6 channel | Q61143 | HEK293-TRPC6 membrane potential dye fluorescence; hits give high values | B-score at 10 µM | actives 0.13% (n = 310,000) | AID 2550;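 active means B-score of the integrated fluorescence ratio above library mean plus 3 SD, and starting fluorescence ratio within library mean plus 5 SD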;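 further: higher score means more depolarization so channel activation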
TRPC4 block: TRPC4 (mouse) channel inhibition; Q9QUQ5; HEK293 TRPC4beta/mu-opioid, DAMGO-evoked Fluo4 calcium flux; hits give low values; B-score at 10 µM; actives 0.39% (n = 300,000); AID 2247;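 active means B-score over 3 SD under the library average, no early fluorescence shift, positive overall ratio signal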
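material = TRPC4beta/mu-opioid receptor HEK293 cell line | probe or stimulus = sequential submaximal and maximal DAMGO stimulation | compound dosing = one concentration per compound | measured by = Fluo4 Ca2+ flux fluorescence | evaluation = integrated fluorescence ratio relative to baseline, converted to per-well B score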
MrgX1 PAM: human MrgX1 positive allosteric modulation, primary screen. Q96LB2. MrgX1-HEK293, Fluo-4 calcium flux, FDSS; hits give high values. B-score at 10 µM. actives 0.63% (n = 310,000). AID 588675;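 active means plate-corrected calcium response at least 3 library SD above typical, normal starting fluorescence, not activating the receptor alone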;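 further: compound read alongside a low EC10 to EC30 dose of BAM8-22 agonist; peak minus trough fluorescence over baseline measured at the second addition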
An asterisk follows results filed as active; i = inactive; / = not tested or not shown. This is a random part of the collection, and some 6.7% of all compounds hit somewhere here.

SMILES	SKKanGAS inh	TRPC4 agonist	ANO1 activ	TRPC4 PAM	MrgX1 antag	TRPC6 inh	TMEM16A inh	MrgX1 agonist	TRPC6 act	TRPC4 block	MrgX1 PAM
CCC(C)NS(=O)(=O)c1ccc(NS(=O)(=O)c2ccccc2[N+](=O)[O-])cc1 (centres undefined)	2.4	i	i	i	i	i	i	i	i	i	i
COc1cc(CNC2CCCCC2)c(Br)cc1OC1CCCC1	-23.6	i	i	i	i	i	i	i	i	i	i
O=C(NCC(=O)N(Cc1ccco1)C(C(=O)NC1CCCCC1)c1ccncc1)c1cccs1 (centres undefined)	1.8	i	i	i	i	i	i	i	i	i	i
CC1CCN(C(=O)COC(=O)c2n[nH]c3ccccc23)CC1	-9.1	i	i	i	i	i	i	i	i	i	i
CN(C)c1ccc(C(=O)N2CC(=O)N(CCc3ccccc3)C(=O)C2)cc1	-12.6	i	i	i	i	i	i	i	i	i	i
CCC(=O)Nc1cccc(-c2nnc(-c3ccccc3)o2)c1	-3.7	i	i	i	i	i	i	i	i	i	i
Cc1nn(C)c(Cl)c1C(=O)NCC(=O)O	0.9	i	i	i	i	i	i	i	i	i	i
CCOc1ccc(N=c2cc(-c3ccc(OC)cc3)oc3ccccc23)cc1	0.7	i	i	i	i	i	i	i	i	i	i
O=c1cc(-c2ccccc2)nc2nc(SCc3ccccc3)[nH]n12	21.4	i	i	i	i	i	i	i	i	i	i
CCCC(=O)OCC(=O)Nc1ccccc1Sc1ccccc1	-4.5	i	i	i	i	i	i	i	i	i	i
CCOC(=O)N1CCN(C(=O)c2cc3cc(F)ccc3[nH]2)CC1	3.6	i	i	i	i	i	i	i	i	i	i
CCc1ccc(C(=O)COC(=O)C(Cc2ccccc2)NC(=O)C2CCC(C)CC2)cc1 (centres undefined)	16.6	i	i	i	i	i	i	i	i	i	i
COCCCn1c(SCC(=O)OC2CCCCC2)nnc1-c1cccs1	-5.0	i	/	i	-5.84*	i	i	i	i	i	i
COc1ccc(OC)c2c(C)cc(N3CCN(C(=O)c4ccc(F)cc4)CC3)nc12	4.6	i	i	i	i	-5.65*	i	i	i	i	i
O=C(NCc1ccc(-n2cccc2)cc1)c1cccc(F)c1	2.9	i	i	i	i	i	i	i	i	i	i
CCc1ccc(S(=O)(=O)N/N=C\c2ccc([N+](=O)[O-])o2)cc1	-3.1	i	i	i	i	i	i	i	i	i	i
COc1ccc(/C=C(\NC(=O)c2ccccc2)C(=O)NNC(=O)CCN2CCOCC2)cc1	-9.8	i	i	i	i	i	i	i	i	i	i
CCCCNC(=O)c1onc(CSc2cc(C)cc(C)c2)c1C(=O)O	18.3	i	i	i	i	i	i	i	i	i	i
COc1cc(/C=N/NC(=O)CNC(=O)c2ccccc2)ccc1OC(=O)c1cccs1	9.3	i	i	i	i	-7.57*	i	i	13.2*	i	i
Cc1ccc2c(CC(=O)Nc3nc(C)cs3)coc2c1	-5.2	i	i	i	i	i	i	i	i	i	i
COc1ccc(NC(=O)CSc2n[nH]c(-c3ccncc3)n2)c([N+](=O)[O-])c1	7.4	i	i	i	i	i	i	i	i	i	i
O=C1c2cccc(OCc3ccc(F)cc3)c2CCN1Cc1ccc(F)cc1	4.0	i	i	i	i	i	25*	i	i	i	i
O=C(COc1ccccc1Cl)NC(=S)N1CCc2ccccc21	6.8	i	i	i	i	i	i	i	i	i	i
COc1ccc2nc(NC(=O)C3CCN(S(=O)(=O)c4cccs4)CC3)sc2c1	19.8	i	i	i	i	i	i	i	i	i	i
COc1cccc(C(=O)Nc2nnc(SCC(=O)NC3CC3)s2)c1	-3.5	i	i	i	i	i	i	i	i	i	i
Cc1[nH]nc2c1C(CC(C)C)C(C#N)=C(N)O2 (centres undefined)	2.3	i	i	i	i	i	i	i	i	i	i
Cc1ccc(CNC(=O)CCSCc2ccccc2C)cc1	-1.1	i	i	i	i	i	i	i	i	i	i
CC(=O)Nc1ccc(/C=C/c2noc(-c3ccccc3O)n2)cc1	0.6	i	i	i	i	i	i	i	i	i	i
Cc1ccc(C(=O)O)cc1NC(=S)NC(=O)c1ccc(-c2ccc(Cl)cc2)o1	3.0	i	i	i	i	i	i	i	i	i	i
Cc1c(C(=O)N2CCN(c3ccc(F)cc3)CC2)oc2c1C(=O)CCC2	-2.8	i	i	i	i	i	i	i	i	i	7.4*
Cc1ccc2c(c1)[nH]c1c(=O)n(Cc3ccco3)cnc12	25.3	i	i	i	i	i	i	i	i	i	i
O=C(NCCc1cn2ccsc2n1)c1cccs1	0.6	i	i	i	-6.33*	i	i	i	i	i	i
Cc1cc(C(=O)Nc2ccccc2)c2ccccc2n1	-6.2	i	i	i	i	i	i	i	i	i	i
O=C(COC(=O)C1CCN(S(=O)(=O)c2cccs2)CC1)c1cc2ccccc2o1	1.8	i	i	i	i	i	i	i	i	i	i
Cn1c2ccccc2c2nnc(N/N=C/c3ccc(O)cc3)nc21	-4.4	i	i	i	i	i	i	i	i	i	i
O=C(CN(c1cccc(Br)c1)S(=O)(=O)c1ccccc1)N/N=C/c1cc([N+](=O)[O-])ccc1O	118.9*	i	i	i	i	i	i	i	i	i	i
COc1ccc(CN2CCNC(=O)C2CC(=O)N(C)Cc2ccncn2)c(OC)c1 (centres undefined)	4.6	i	i	i	i	i	i	i	i	i	i
Cc1ccc(-c2nnn(CC(=O)N(CC(=O)NCC3CCCO3)c3ccc(F)c(Cl)c3)n2)o1 (centres undefined)	/	/	i	/	i	/	i	i	/	/	i
COc1ccc(CCN2C(=NC(=O)C(C)C)SC3CS(=O)(=O)CC32)cc1 (centres undefined)	2.9	i	i	i	i	i	i	i	i	i	i
CCc1cccc(CC)c1NC(=O)CN1CCN(c2ccccc2)CC1	-5.7	i	i	i	i	i	i	i	i	i	i
Cc1ccc(-c2ocnc2C(=O)N2CCOCC2)cc1	-2.7	i	i	i	i	i	i	i	i	i	i
CC(C)C(=O)NC(=S)Nc1ccc(CN2CCOCC2)cc1	-4.2	i	i	i	i	i	i	i	i	i	i
C=CCn1c(SCC(C)=O)nnc1-c1ccc2ncccc2c1	-7.6	i	i	i	i	i	i	i	i	i	i
Cc1nnc(NC(=O)CSc2nnc(-c3ccc(S(=O)(=O)N4CCCC4)cc3)n2C)s1	3.0	i	i	i	i	i	i	i	i	i	i
CC(=O)Nc1cccc(C(=O)OCC(=O)Nc2nnc(-c3ccccc3)o2)c1	13.3	i	i	i	i	i	i	i	i	i	i
CCN(CC)S(=O)(=O)c1ccc(C(=O)NCCN2C(=O)S/C(=C\c3cccnc3)C2=O)cc1	0.5	i	i	i	i	i	i	i	i	i	i
COCC(=O)N1CCCC(C(=O)c2ccc(Oc3ccccc3)cc2)C1 (centres undefined)	-2.5	i	i	i	i	i	i	i	i	i	i
CCOc1ccccc1N1CC(C(=O)NCCOc2ccccc2OC)CC1=O (centres undefined)	12.6	i	i	i	i	i	i	i	i	i	i
CC(/C=C/C=C/c1ccccc1)=N/NC(=O)c1ccc2c(c1)OCCO2	60.6*	i	i	i	i	i	i	i	i	i	i
Nc1c2c(nc3sc4c(c13)CCCCC4)CCCCC2	-1.6	i	i	i	i	i	25*	i	i	-5*	i
Cc1nc(N2CCN(C)CC2)c2c(C)c(C(=O)Nc3ccc(C)c(F)c3)sc2n1	-12.7	i	i	i	i	i	i	i	i	i	i
CC(C)[N+](C)(C)CC(O)CN(c1ccccc1)c1ccccc1 (centres undefined)	7.7	i	i	i	i	i	i	i	i	i	i
COc1ccc(-c2nn(-c3ccccc3)cc2/C=C\C(=O)N2CCOCC2)cc1[N+](=O)[O-]	-3.8	i	i	i	i	i	i	i	i	i	i
COc1ccccc1-n1ccnc1SCC(=O)NCc1ccco1	1.0	i	i	i	i	i	i	i	i	i	i
NS(=O)(=O)c1ccc(NS(=O)(=O)c2ccc(NC(=O)C3CC3)cc2)cc1	-4.5	i	i	i	i	i	i	i	i	i	i
Cc1cc(C(F)F)n2ncc(C(=O)NCc3ccccc3F)c2n1	5.2	i	i	i	i	i	i	i	i	i	i
COc1cccc(OCC(=O)Nc2cc(NC(=O)COc3cccc(OC)c3)cc(C(=O)O)c2)c1	6.3	i	i	i	i	i	i	i	i	i	i
CN(C)/C=C/C=C1C(=O)CCCC1=O	0.8	i	i	i	i	i	i	i	i	i	i
O=C(O)c1ccc2c(c1)CCCN2	0.4	i	i	i	i	i	i	i	i	i	i
Cc1cc(C(=O)NC2CCCc3c2cnn3-c2ccc(C)c(C)c2)no1 (centres undefined)	1.4	i	i	i	i	i	i	i	i	i	i
(listing goes on)
SMILES	SKKanGAS inh	TRPC4 agonist	ANO1 activ	TRPC4 PAM	MrgX1 antag	TRPC6 inh	TMEM16A inh	MrgX1 agonist	TRPC6 act	TRPC4 block	MrgX1 PAM
CC1(C(=O)OCC(=O)Nc2ccc(C(N)=O)cc2)CC1(Cl)Cl (centres undefined)	4.0	i	i	i	i	i	i	i	i	i	i
CCCCNC(=O)CN1C(=O)C(CC)Oc2ccc(Cl)cc21 (centres undefined)	1.4	i	i	i	i	i	i	i	i	i	i
CC(C)OC(=O)c1cccc(C(=O)OCc2ccco2)n1	-4.7	i	i	i	i	i	i	i	i	i	i
CN(C)c1ccc(/C=C2/SC(=O)N(CCN=C3NS(=O)(=O)c4ccccc43)C2=O)cc1	3.8	i	i	i	i	i	i	i	i	i	i
CN(C)CCCN(C(=O)c1ccc2c(c1)CCCC2)c1nc2ccc(F)cc2s1	1.3	i	i	i	i	i	i	i	i	i	i
CC(C)Sc1nc(N2CCOCC2)c2c3c(sc2n1)COC(C)(C)C3	-1.5	i	i	i	i	i	i	i	i	i	i
O=C(NCC(=O)N1CCCC1)c1ccc(Cl)cc1	4.4	i	i	i	i	i	i	i	i	i	i
Cc1ccc(CN2CCN(c3cccc4[nH]ccc34)CC2)cc1	-2.1	i	i	i	i	i	i	i	i	i	i

High-throughput results from PubChem BioAssay.
